Source: PubChem BioAssay
GLS inh: qHTS for Inhibitors of Glutaminase (GLS). Potency, µM (top dose mostly 45.5 µM), without a hit: top-dose activity change, negative = inhibition, most hits filed as inhibitors. GLS enzymatic activity, qHTS titration. Glutaminase kidney isoform, mitochondrial (Homo sapiens), O94925. hit rate 0.21% among 410,000. AID 624170, 2012; note: % is set by controls: 0 for no effect and ±100 for the full control effect
Target sequence (O94925 whole entry, looked up, canonical isoform): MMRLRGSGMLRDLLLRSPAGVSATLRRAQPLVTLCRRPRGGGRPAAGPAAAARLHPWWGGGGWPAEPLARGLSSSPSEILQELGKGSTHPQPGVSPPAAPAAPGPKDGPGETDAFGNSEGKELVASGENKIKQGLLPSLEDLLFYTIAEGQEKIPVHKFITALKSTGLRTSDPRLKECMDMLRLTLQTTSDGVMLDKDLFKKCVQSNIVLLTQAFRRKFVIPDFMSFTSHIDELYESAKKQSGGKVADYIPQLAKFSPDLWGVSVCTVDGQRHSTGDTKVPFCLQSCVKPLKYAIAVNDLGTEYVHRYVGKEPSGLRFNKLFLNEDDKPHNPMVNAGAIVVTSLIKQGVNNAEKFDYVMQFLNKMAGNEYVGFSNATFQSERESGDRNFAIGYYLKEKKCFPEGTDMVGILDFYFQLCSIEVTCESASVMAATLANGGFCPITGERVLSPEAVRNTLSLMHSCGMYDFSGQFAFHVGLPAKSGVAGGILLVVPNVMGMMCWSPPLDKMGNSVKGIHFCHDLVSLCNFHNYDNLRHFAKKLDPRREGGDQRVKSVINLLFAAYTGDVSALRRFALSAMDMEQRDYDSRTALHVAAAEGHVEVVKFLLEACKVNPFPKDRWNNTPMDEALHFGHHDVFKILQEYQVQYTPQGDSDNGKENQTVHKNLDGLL
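hKGA in 45 mM KH2PO4 (pH 8.2), 0.02% Tween-20 with compound, then 1mM L-Glutamine (stock as added) plus glutamate oxidase/HRP/Amplex red coupling mix. Fluorescence read initially and after 30 min at RT; signal change reflects glutamate formation.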
RGS4 inh: Inhibitors of Regulator of G Protein Signaling (RGS) 4: qHTS. Transcreener GDP fluorescence polarization, RGS4-accelerated GTP hydrolysis. Potency, µM (doses to about 114 µM), inactives show top-dose activity change, negative = inhibition, usual class: inhibitors. hit rate 0.039% among 390,000; note: % is set by controls: 0 for no effect and ±100 for the full control effect; nearly all actives have a fitted effect of over 75% in size; some results filed as inactive show a strong effect at the top dose
Target sequence (P49798 whole entry, looked up): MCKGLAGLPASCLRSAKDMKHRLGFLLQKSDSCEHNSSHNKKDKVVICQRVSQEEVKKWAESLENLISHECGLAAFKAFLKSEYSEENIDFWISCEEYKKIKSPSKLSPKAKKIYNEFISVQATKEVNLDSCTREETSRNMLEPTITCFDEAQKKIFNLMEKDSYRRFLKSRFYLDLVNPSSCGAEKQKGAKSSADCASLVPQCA
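MLSMR compounds (23 nl, pin-transferred) preincubated 10 min at room temperature with a 500nM (2x) first reagent, then RGS4 at 900nM (2x) plus Transcreener GDP mix added; fluorescence polarization (620/688 nm) read before and after 90 min at 30 °C.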
12-LOX inh: Primary qHTS assay for inhibitors of human arachidonate 12S-lipoxygenase (ALOX12): Round 2; Polyunsaturated fatty acid lipoxygenase ALOX12 (Homo sapiens), P18054; purified 12hLO, xylenol orange hydroperoxide absorbance; Potency, µM (highest dose often 108 µM), for inactives: at the top dose activity change, negative = inhibition, actives largely listed as inhibitors; hit rate 1.1% among 580,000; AID 1671190, 2021; note: % is set by controls: 0 for no effect and ±100 for the full control effect
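Purified human 12hLO (150 nM final) in 25 mM Hepes, 0.01% Triton X-100, pH 7.0 was preincubated 15 min at room temperature with compound. Then 40 uM arachidonic acid was added, 30 min. Hydroperoxide was read by Fe-XO absorbance ratio 573/405 nm.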
Pin1 inh: qHTS Assay to Find Inhibitors of Pin1; Peptidyl-prolyl cis-trans isomerase NIMA-interacting 1 (Homo sapiens), Q13526; Pin1 FP peptide displacement, HiFluor488, 10 min; Potency, µM (series often up to 115 µM), inactives show at the top dose activity, negative = inhibition, usual class: inhibitors; hit rate 0.009% among 390,000; active = well fitted inhibition curve with a large enough effect in the polarisation, with a control signal flat, not every such curve was filed as active; inconclusive = small, poorly fitted or top-dose-only effect, or effect the other way, or a change in a side signal; inactive = no such curve, though single readings can be large or run the other way; the % refers to the polarisation; note: % is set by controls: 0 for no effect and ±100 for the full control effect
TrxR1 inh: qHTS Assay for Inhibitors of Mammalian Selenoprotein Thioredoxin Reductase 1 (TrxR1): qHTS. Thioredoxin reductase 1, cytoplasmic (Rattus norvegicus), O89049. recombinant rTrxR1, NADPH fluorescence consumption, selenite substrate. Potency, µM (series often up to 114 µM), for the others: top-dose activity change, negative = inhibition, most hits filed as inhibitors. hit rate 1% among 390,000; note: % is set by controls: 0 for no effect and ±100 for the full control effect; nearly all actives have a fitted effect of over 65% in size
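Rat TrxR1 (90 nM in the dispensed reagent) was pre-reduced with 400 uM NADPH for 5 min at room temperature, then incubated with compound for 15 min. After 400 uM selenite was added, NADPH fluorescence (Ex 340/Em 450 nm) was followed for 8 min.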
Tb PGK inh: qHTS Assay to Find Inhibitors of Phosphoglycerate Kinase; Potency, µM (series often up to 57.5 µM), for the others: top-dose activity change, negative = inhibition, usual class: inhibitors; Phosphoglycerate kinase, glycosomal (Trypanosoma brucei brucei), P07378; hit rate 0.043% among 380,000; PGK/GAPDH coupled, Kinase-Glo luminescence, 60 min; note: % is set by controls: 0 for no effect and ±100 for the full control effect; nearly all actives have a fitted effect of over 60% in size
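Recombinant glycosomal PGK reaction used 1,3-bisphosphoglycerate generated in-well by GAPDH (100nM final) in 100mM TEA pH 7.6, 5mM MgCl2, 0.01% Tween-20. After 60 minutes at room temperature, ATP was read by Kinase-Glo Plus luminescence end-point.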
HP1b chromo inh: HTS for Inhibitors of HP1-beta Chromodomain Interactions with Methylated Histone Tails. AlphaScreen HP1-beta / biotin-H3K9me3 peptide binding. Chromobox protein homolog 1 (Homo sapiens), P83916. Potency, µM (highest dose often 114 µM), for the others: top-dose activity change, negative = inhibition, hits mostly inhibitors. hit rate 0.56% among 390,000. AID 540317, 2011; note: nearly all actives have a fitted effect of over 70% in size; inactives centre near 23
Target sequence (P83916 whole entry, looked up): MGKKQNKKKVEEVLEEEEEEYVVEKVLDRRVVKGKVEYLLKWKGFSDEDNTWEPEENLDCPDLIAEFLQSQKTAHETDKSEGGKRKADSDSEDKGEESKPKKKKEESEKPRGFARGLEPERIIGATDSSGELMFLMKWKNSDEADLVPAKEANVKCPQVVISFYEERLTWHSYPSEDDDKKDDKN
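AlphaScreen: HP1-beta (50 nM) preformed 30 min with biotin-H3(1-18)K9me3 peptide (50 nM) in PBS pH 7.4, 0.01% Tween-20. Compound added for 30 min at RT, then streptavidin donor/nickel chelate acceptor beads (10 ug/mL) for 30 min.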
ERG Ets-DNA blk: qHTS for Small Molecule Inhibitors of the ERG Ets/DNA interaction. hit rate 0.028% among 370,000. fluorescence polarization, His-ERG Ets domain / labelled DNA. AID 624246, 2012. Potency, µM (series often up to 76.9 µM), for inactives: at the highest dose FP activity, negative = inhibition, usual class: inhibitors; active = well fitted inhibition curve with a large enough effect in the polarisation, with a control signal flat; inconclusive = small, poorly fitted or top-dose-only effect, or effect the other way, or a change in a side signal; inactive = no such curve, though single readings can be large or run the other way; the % refers to the polarisation;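 note: polarization taken with two DNA probes labelled with fluorescein and Texas red; % of control where 0% means no effect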
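His-tagged ERG Ets domain (1 uM in the protein solution; 300mM KCl, 50mM Tris-HCl, 1mM EDTA, 1mM DTT, pH 7.5) received compound, then a probe mix of 5 nM fluorescein-DNA and 100nM Texas-615-DNA. Fluorescence polarization was read for both dyes.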
JMJD2A Tudor: qHTS Assay for Inhibitors of JMJD2A-Tudor Domain | Lysine-specific demethylase 4A (Homo sapiens), O75164 | AlphaScreen JMJD2A-Tudor / H3K4me3 peptide binding | Potency, µM (top dose mostly 114 µM), without a hit: top-dose activity change, negative = inhibition, hits mostly inhibitors | hit rate 4.4% among 390,000 | AID 504339, 2011; note: % is set by controls: 0 for no effect and ±100 for the full control effect; nearly all actives have a fitted effect of over 50% in size
Numbers without * were called inactive; i = inactive; u = inconclusive; x = not tested or not shown; & = joins results of further samples; [ ] = another dose, or the depositor's remark. Unless noted, calls come from the whole dose curve; as a rule, active = well fitted curve in the direction sought with a large enough effect; inconclusive = small, poorly fitted or top-dose-only effect, or another doubt; inactive = no such curve, though single readings can be large; an effect the other way counts as inactive or inconclusive. Potency is the fitted concentration of half-maximal effect. Only part of the results is shown (hit frequency here may not be typical).

SMILES	GLS inh	RGS4 inh	12-LOX inh	Pin1 inh	TrxR1 inh	Tb PGK inh	HP1b chromo inh	ERG Ets-DNA blk	JMJD2A Tudor
N#C/C(N=Nc1ccccc1O)=N\Nc1ccccc1O	32%[activator]	u	u	-6%	-9%	u	16µM*	4%	22µM*
Cc1ccccc1C(=O)Nc1cc(C)c(O)c(-c2nc3ccccc3o2)c1	-7%	6%	-14%	1%	19%	4%	32%	9%	-4%
CCC(C)N(C(=O)Cn1nnc2ccccc21)C(C(=O)NCc1ccco1)c1cccc(OC)c1 (stereo unspecified)	0%	-51%	32%[activator]	-8%	6%[57.1 µM]	-5%	1%	2%	-28%
O=C(C[C@H]1C/C=C\CCCCC(=O)OC[C@H]2CCCN2C1=O)N[C@H](CO)Cc1ccccc1	3%	-21%	-26%	0%	23%	8%	27%	1%	-7%
CC(=O)Nc1ccc(NC(=O)CCCc2c[nH]c3ccccc23)cc1	0%	13%	-24%	-5%	21%	-2%	u	6%	-27%
COc1ccccc1-c1nc(C#N)c(N2CCCCCC2)o1	1%	23%	-9%	2%	-22%	-1%	-43%	-4%	u
O=C(CCCn1cc([N+](=O)[O-])cn1)Nc1cccnc1	0%	15%	1%	4%	23%	i	-3%	4%	-8%
CCOC(=O)C1CCCN(Cc2ccc(OCC)cc2)C1 (stereo unspecified)	25%	-12%	u	0%	17%	3%	u	x	20µM*
O=C(NC1CC1)C(Cc1ccccc1)NS(=O)(=O)c1ccccc1F (stereo unspecified)	9%	-68%[56.9 µM]	20%	-4%	19%	-1%	17%	1%	u
Cc1ccc(C(=O)CC(C(=O)O)n2ccc(C)n2)cc1 (stereo unspecified)	-6%	-9%	u	-1%	u	9%	49%[activator]	9%	-27%
O=C(Nc1ccc(OCc2ccccc2)cc1)c1cccc([N+](=O)[O-])c1	8%	-11%	-15%	-5%	16%[57.1 µM]	-7%	8%	-2%	-11%
S=C(NCCCc1cnc[nH]1)NCCCN(Cc1ccc(Cl)cc1)c1ncc(Br)cn1	x	-2%	x	5%	-8%	x	u	x	50µM*
COCC(C)n1c(SCc2ccc(C(=O)OC)cc2)nc2ccccc2c1=O (stereo unspecified)	-3%	-10%	-49%	-2%	26%[57.1 µM]	-8%	50%[activator]	-7%	24%
Cn1c(CN2CCOCC2)nnc1SCC(=O)Nc1cccc(C(F)(F)F)c1	-1%	-24%	4%	-2%	5%[57.1 µM]	-7%	11%	7%	-10%
O=C(NCc1ccccc1)c1onc(CSc2ccc(F)cc2)c1C(=O)NCCCN1CCOCC1	-3%	12%	4%	5%	-5%[57.1 µM]	2%	35%	-12%	-14%
CCOC(=O)c1ccc(NC(=O)CSc2nc3c([nH]c4ccccc43)c(=O)n2C)cc1	-2%	-30%	0%	6%	18%[57.1 µM]	-1%	36%[57 µM]	1%	3%
Cn1c(N)c(C(=O)COC(=O)c2ccccn2)c(=O)n(C)c1=O	0%	-10%	1%	5%	21%[57.1 µM]	-9%	2%	5%	79µM*
NC(=O)C[n+]1cccc(/C=N/O)c1	6%	12%	2%	1%	14%[57.1 µM]	5%	11%	-2%	-5%
O=C(CCC(=O)NNC(=O)c1ccccc1[N+](=O)[O-])NCc1ccccc1	1%	-31%	4%	1%	27%[57.1 µM]	0%	-2%	7%	-8%[11.4 µM]
CC1=CC(C)(C)NC(=S)N1c1cccc2ccccc12	16%	-25%	-15%	11%	13%	-9%	30%	5%	6%
O=C(CC1C(=O)NCCN1Cc1cccc(Oc2ccccc2)c1)NCCn1cccn1 (stereo unspecified)	0%	-15%	2%	0%	u	4%	23%	-5%	-20%
CC1(C)CC(=O)N(Cc2ccccc2)C(=O)C1	0%	9%	0%	2%	12%	3%	40%[activator]	-6%	-8%
CCOC(=O)CSc1nnc(CNC(=O)c2cccs2)n1-c1cc(OC)ccc1OC	-2%	2%	x	1%	-5%	8%	23%	-1%	-6%
O=C(CCCN1C(=O)c2ccccc2C1=O)Nc1nccs1	1%	-22%	-20%	5%	10%[57.1 µM]	6%	17%	4%	-7%
O=C1N=C(N2CCOCC2)S/C1=C/c1ccc(-c2ccccc2Cl)o1	1%	25%	-8%	u	-16%	-4%	13%	16%	-19%
Cc1cc(C)nc(NS(=O)(=O)c2ccc(NC(=S)NC(=O)c3ccco3)cc2)n1	4%	-15%	-105%	-4%	u	2%	2%	-4%	-13%
CCC(C)NC(=O)CNC(=O)Cn1c(C)cc2ccccc2c1=O (stereo unspecified)	7%	-27%	28%	4%	27%[57.1 µM]	-8%	27%	-2%	-8%
COc1ccccc1S(=O)(=O)N1CCC(C(=O)O)(c2ccccc2)CC1	-5%	-43%	-14%	-2%	7%[57.1 µM]	-1%	57%[activator]	-7%	-16%
O=C(NNC(=S)NCc1ccco1)c1cccs1	14%	-13%	-21%	19%	-17%	i	13%	-6%	u
CC1=CCn2c(=O)c3ccccc3c(=O)n2C1	4%	1%	2%	-2%	-22%[57.1 µM]	i	22%	-5%	-6%
Cc1ccc(C(C(=O)NCc2ccco2)N(CCc2ccccc2)C(=O)Cn2nnc3ccccc32)o1 (stereo unspecified)	-1%	14%	0%	-1%	4%[57.1 µM]	-3%	36%	-1%	5%
O=C(O)c1ccccc1C(=O)Nc1ccc(Oc2cccc3ccccc23)cc1	-5%	-24%	-19%	0%	-14%	i	18%	5%	-35%
c1ccc2c(c1)N1CCCN=C1N2CCN1CCCCC1	1%	5%[11.4 µM]	0%	1%	17%	-2%	18%	-3%	-5%
Cc1ccc(N(CC(=O)Nc2ccc(F)cc2F)S(=O)(=O)c2cccs2)cc1	-13%	2%	-14%	18%	-8%	2%	43%[activator]	6%	-14%
CCOc1ccccc1NC(=O)Nc1cccc(NC(C)=O)c1	0%	-7%	54%[activator]	-5%	16%	-3%	34%	8%	-4%
O=C(CCN1C(=O)c2ccccc2C1=O)Nc1ccc2c(c1)OCCO2	-10%	33%	-10%	4%	16%	-7%	8%	8%	-10%
CCN(Cc1cc2cc(OC)ccc2[nH]c1=O)C(=O)Cc1ccc(OC)cc1	0%	-32%	u	7%	-9%	-3%	17%	-3%	u
Cc1ccc(C(=O)N2CCN(c3ccc(F)cc3)CC2)cc1NC(=O)c1nsc2ccccc12	-5%	3%	9%	1%	18%[57.1 µM]	-3%	4%[57 µM]	4%	-35%
COc1cccc(NCc2ccc([N+](=O)[O-])s2)c1	16%	-13%	-26%	-2%	u	13%	u	-3%	u
COc1cc(/C=N/Nc2snc(SC)c2C#N)ccc1O	7%	-9%	11%	15%	16%	21%	30%	-7%	-6%
CCCN1CCN(C(=O)Cn2nc(CC)n3c(cc4sccc43)c2=O)CC1	1%	21%	357%[activator]	3%	-16%	0%	21%	-8%	-1%
O=C(Nc1cccc(C(F)(F)F)c1)c1ccc(-n2cncn2)nc1	13%	-13%	-4%	-1%	8%	-3%	40%[activator]	-7%	-3%
COc1ccc(C(=O)NCC(=O)NCC2(N(C)C)CCCCC2)cc1OC	20%	-47%	0%	0%	19%	2%	20%	7%	40%[activator]
COc1ccc(-c2cc3nc(C)c(CCC(=O)N4CCN(c5ccccc5F)CC4)c(C)n3n2)c(OC)c1	-17%	22%	-5%	1%	124%[activator]	-7%	4%	0%	-22%
Nn1cnnc1N/N=C/c1ccc(F)cc1	20%	-23%	0%	2%	36%	-5%	65%[activator]	14%	-11%
Cc1ccc(C)c(NC(=O)CN(C)C(=O)Cc2ccccc2)c1	-4%	-18%	4%	5%	12%[57.1 µM]	i	42%	-3%	0%
CC(=O)Nc1n[nH]c(S(=O)(=O)Cc2ccc(Cl)cc2Cl)n1	2%	7%	u	-3%	-8%	0%	-4%	1%	50µM*
O=C(NNC(=O)c1nc2ccccc2[nH]1)OCc1ccccc1	35%[activator]	-8%	-6%	0%&-1%	20%[57.1 µM]	0%	73%[activator]	x	-3%&-13%
CCc1ccc(-c2nnn(CCC(=O)OC)n2)cc1	0%	-7%	0%	-6%	-1%	3%	49%[activator]	-6%	10%

Fetched by structure from above:
SMILES	GLS inh	RGS4 inh	12-LOX inh	Pin1 inh	TrxR1 inh	Tb PGK inh	HP1b chromo inh	ERG Ets-DNA blk	JMJD2A Tudor
CCN(Cc1cc2cc(OC)ccc2[nH]c1=O)C(=O)Cc1ccc(OC)cc1	0%	-32%	u	7%	-9%	-3%	17%	-3%	u
CCc1ccc(-c2nnn(CCC(=O)OC)n2)cc1	0%	-7%	0%	-6%	-1%	3%	49%[activator]	-6%	10%
